From PubChem BioAssay
Rv3671c inh: Rv3671c (M. tuberculosis) protease inhibition | P9WHR9 | inhibition, % at 5.96 µM | 320,000 compounds, 0.048% hits | AID 2606; in the data active means inhibition above about 38%;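 further: extracellular domain of Rv3671c used as enzyme; 0% = enzyme with DMSO and 100% = no enzyme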
CCHFV vOTU inh: CCHFV vOTU protease inhibition. Pep-AMC fluorescence. inhibition, % at 11.5 µM. 370,000 compounds, 0.55% hits. AID 651958; further: 0% = vehicle wells with enzyme and 100% = no enzyme wells
DUSP3 inh: DUSP3 (human) phosphatase inhibition | P51452 | recombinant VHR phosphatase, pNPP absorbance | inhibition, % at 13.3 µM | 290,000 compounds, 0.52% hits | AID 1654; in the data active means inhibition above about 50%; further: some compounds called inactive have numbers as strong as hits
Target sequence (P51452 whole entry, looked up): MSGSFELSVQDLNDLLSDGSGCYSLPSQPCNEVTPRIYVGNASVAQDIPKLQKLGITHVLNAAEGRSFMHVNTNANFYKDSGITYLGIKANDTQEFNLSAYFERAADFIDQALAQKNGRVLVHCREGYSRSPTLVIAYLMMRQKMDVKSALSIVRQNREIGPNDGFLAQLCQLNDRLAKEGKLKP
BioA inh: inhibitors of Mycobacterium tuberculosis BioA enzyme; 360,000 compounds, 0.096% hits; AID 602481; inhibition, % at 9.99 µM; purified M. tuberculosis BioA enzyme, plate reader; in the data active means inhibition above about 40%; inconclusive means no clear call, values can overlap the other calls
BoNT-F LC inh: inhibitors of Botulinum neurotoxin F light chain protease | Multiplex microsphere protease cleavage assay, flow cytometry | inhibition, % at 10 µM | 360,000 compounds, 0.22% hits; in the data active means inhibition above about 35%, passing the limit was not always enough; inconclusive means no clear call, values can overlap the other calls; further: plate controls were buffer without enzyme for full effect and enzyme alone for no effect
FadD28 binding: M. tuberculosis FadD28 bisubstrate binding inhibition; FadD28 bisubstrate probe binding, fluorescence polarization; AID 588549; inhibition, % at 12.5 µM; 360,000 compounds, 0.22% hits; in the data active means inhibition above about 8.5%, passing the limit was not always enough; inconclusive means no clear call, values can overlap the other calls
Mtb UGM inh: inhibitors of M. tuberculosis UDP-galactopyranose mutase; purified UGM, fluorescence polarization probe displacement; 320,000 compounds, 0.06% hits; inhibition, % at 10 µM; in the data active means inhibition above about 10%, passing the limit was not always enough; inconclusive means no clear call, values can overlap the other calls
Mtb FBA inh: inhibitors of M. tuberculosis fructose-bisphosphate aldolase | P9WQA3 | purified M. tuberculosis FBA, fluorescence read-out | inhibition, % at 1 µM | 360,000 compounds, 2.3% hits | AID 588726; in the data active means inhibition above about 27%;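 further: 0% = vehicle and 100% = reference inhibitor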
Target sequence (P9WQA3 whole entry, looked up): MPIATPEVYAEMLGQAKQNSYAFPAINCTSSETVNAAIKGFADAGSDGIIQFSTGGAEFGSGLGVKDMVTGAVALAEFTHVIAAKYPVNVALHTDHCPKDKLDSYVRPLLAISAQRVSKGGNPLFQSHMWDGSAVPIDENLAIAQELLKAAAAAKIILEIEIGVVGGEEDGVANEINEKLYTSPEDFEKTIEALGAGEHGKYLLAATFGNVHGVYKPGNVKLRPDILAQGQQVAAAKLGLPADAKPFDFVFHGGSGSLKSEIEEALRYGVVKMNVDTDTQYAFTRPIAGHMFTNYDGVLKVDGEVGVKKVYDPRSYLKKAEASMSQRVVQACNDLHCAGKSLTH
MazF activator: activators of E. coli MazEF toxin-antitoxin RNase. P0AE70. FAM/BHQ RNA-DNA oligo cleavage fluorescence, 5 h. activation, % at 20 µM. 350,000 compounds, 0.32% hits. AID 504720; in the data active means activation above about 50%
Target sequence (P0AE70 whole entry, looked up): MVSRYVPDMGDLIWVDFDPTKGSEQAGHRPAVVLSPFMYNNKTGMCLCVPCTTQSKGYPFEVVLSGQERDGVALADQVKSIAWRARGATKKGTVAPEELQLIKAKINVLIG
GDH-TPI counter: GDH-TPI coupled enzyme inhibition counter-screen | GDH-TPI coupled enzyme counterscreen, NADH absorbance | inhibition, % at 4.8 µM | 360,000 compounds, 1.2% hits;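 further: 0% = DMSO wells and 100% = wells lacking the enzyme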
* marks the source's active call; other numbers are inactive results; ? = inconclusive; · = not tested or not shown; + = active, no number; & = joins results of further samples. Unless noted, no stated cut-off is given here; in the data, active means inhibition above about 30%; inactive means the rest. Hits appear at their usual frequency; about 4.9% have a hit in one of these screens.

SMILES	Rv3671c inh	CCHFV vOTU inh	DUSP3 inh	BioA inh	BoNT-F LC inh	FadD28 binding	Mtb UGM inh	Mtb FBA inh	MazF activator	GDH-TPI counter
NCCSc1c(-c2ccccc2)[nH]c2ccccc12	-1	-4	12	0.2	-20	-4.1	-2.5	24	7	-1
Cc1ccc(C(=O)NNC(=O)c2ccc(NC(=O)C(C)(C)C)cc2)cc1	2	7	-19	0.5	-11	-0.6	-0.5	-1	11	-8
CCCCCCCC(=O)N/N=C/c1ccc(Br)cc1	1	4	-4	0.0	-1	-0.5	0.1	2	2	-7
CC1CN(C(=S)NC(=O)c2ccc(Cl)cc2)CC(C)O1 (centres undefined)	2	-10	2	-1.6	-15	-2.0	-1.2	0	0	-6
NC(=NCCc1ccc(Cl)cc1)NS(=O)(=O)c1ccc(F)cc1	-7	5	-6	·	-2	-4.2	0.8	-4	2	4
O=C(NCc1cccnc1)C(=O)Nc1ccc2c(c1)OCO2	2	-2	11	·	-1	-1.0	1.9	-1	5	9
COc1ccc(C(=O)N=C2CCC(C#N)=C3c4cc(OC)c(OC)cc4CCN23)cc1	5	5	16	·	8	-3.4	-1.6	-7	12	16
N#CC(C#N)=C1C=CC=CN1/C(=C\c1ccco1)C(=O)c1ccccc1	-29	-14	-20	·	-2	-0.5	-1.3	3	6	34*
COc1ccc(C(=O)Oc2cc(C)[nH]c(=O)c2[N+](=O)[O-])cc1	6	8	8	0.7	-2	-1.8	0.0	0	8	-8
COc1ccc(-c2nc(CS(=O)(=O)CC(=O)NCCc3cc(OC)ccc3OC)c(C)o2)cc1	-6	-1	17	-2.2	-2	-0.3	-2.1	-3	-3	10
CCC12CCC3c4ccc(O)cc4CCC3C1CC(O)C2O (centres undefined)	·	-5	·	·	-4	-5.5	·	-2	11	7
O=C(COC(=O)CNC(=O)c1ccc(Cl)cc1Cl)NCc1ccco1	2	13	·	1.4	-4	-3.8	-1.4	0	2	2
Cc1cc(C)nc(SCc2ccc(C(=O)NNC(=O)Nc3cccc(Cl)c3)cc2)n1	-28	-13	-7	-2.4	-1	-2.0	-1.8	0	-31	6
COC(=O)N=Nc1c(O)[nH]c2ccc(Br)cc12	8	12	36	-0.2	-6	1.2	1.2	-7	4	27
CC(=O)Nc1ccccc1C(=O)OCC(=O)c1ccc2c(c1)OCCO2	6	-9	-12	·	-3	2.1	-3.4	-1	3	0
CS(=O)(=O)c1ccc2nc(NC(=O)Oc3ccccc3)sc2c1	-7	3	14	-0.1	-2	-1.6	4.4	4	11	-4
O=C(c1ccc(CNS(=O)(=O)c2ccc(F)cc2)cc1)N1CCCCCC1	·	-15	·	-0.5	-6	-0.6	·	1	1	-2
O=C1Nc2ccccc2N(O)N1c1ccc(Cl)cc1	-12	-9	2	·	-5	-0.6	1.3	0	3	4
COc1ccccc1S(=O)(=O)N(C)C[C@H]1Oc2cc(C#CCC3CCCC3)ccc2S(=O)(=O)N([C@H](C)CO)C[C@H]1C	·	14	·	-2.0&-1.3	0	-2.7	·	1	-2	12
COc1ccc2c(c1)CC/C2=N\OC(=O)c1ccccc1C	-13	7	4	·	-2	-3.2	-0.2	5	4	3
COc1cccc(NC(=O)Cn2c3ccc(F)cc3c3nc4n(c(=O)c32)CCS4)c1	-13	-3	-4	-0.4	-3	-1.3	-0.5	17	-3	9
N#Cc1cccc(CN2C=NS(=O)(=O)c3ccccc32)c1	5	-8	22	-0.1	-13	0.9	1.0	2	-2	-4
COc1cc(CN2CCCC(CO)(Cc3ccccc3C)C2)cc2c1OCO2 (centres undefined)	2	6	16	·	2	-0.8	-2.8	3	-3	-3
COc1ccc(-c2csc(C(O)c3ccc(F)cc3)n2)cc1OC (centres undefined)	·	6	·	4.9	-5	-5.2	·	0	·	-12
Cc1noc(C)c1CSCC(=O)Nc1ccc(S(C)(=O)=O)cc1	0	-7	·	0.1	·	0.4	-1.2	0	3	-4

Gathered by group: the entries above containing a furan ring, fused or not (2)
SMILES	Rv3671c inh	CCHFV vOTU inh	DUSP3 inh	BioA inh	BoNT-F LC inh	FadD28 binding	Mtb UGM inh	Mtb FBA inh	MazF activator	GDH-TPI counter
N#CC(C#N)=C1C=CC=CN1/C(=C\c1ccco1)C(=O)c1ccccc1	-29	-14	-20	·	-2	-0.5	-1.3	3	6	34*
O=C(COC(=O)CNC(=O)c1ccc(Cl)cc1Cl)NCc1ccco1	2	13	·	1.4	-4	-3.8	-1.4	0	2	2

One compound at a time, as listed above. Values in the order: Rv3671c inh	CCHFV vOTU inh	DUSP3 inh	BioA inh	BoNT-F LC inh	FadD28 binding	Mtb UGM inh	Mtb FBA inh	MazF activator	GDH-TPI counter
`COc1ccc(C(=O)N=C2CCC(C#N)=C3c4cc(OC)c(OC)cc4CCN23)cc1` as listed: 5	5	16	·	8	-3.4	-1.6	-7	12	16
`COc1ccc(C(=O)Oc2cc(C)[nH]c(=O)c2[N+](=O)[O-])cc1` as listed: 6	8	8	0.7	-2	-1.8	0.0	0	8	-8
`COc1cccc(NC(=O)Cn2c3ccc(F)cc3c3nc4n(c(=O)c32)CCS4)c1` as listed: -13	-3	-4	-0.4	-3	-1.3	-0.5	17	-3	9
`NCCSc1c(-c2ccccc2)[nH]c2ccccc12` as listed: -1	-4	12	0.2	-20	-4.1	-2.5	24	7	-1
`O=C(NCc1cccnc1)C(=O)Nc1ccc2c(c1)OCO2` as listed: 2	-2	11	·	-1	-1.0	1.9	-1	5	9

Additional compounds follow:
SMILES	Rv3671c inh	CCHFV vOTU inh	DUSP3 inh	BioA inh	BoNT-F LC inh	FadD28 binding	Mtb UGM inh	Mtb FBA inh	MazF activator	GDH-TPI counter
Cc1nc(N(C)C)c2sc(=S)n(C)c2n1	2	-6	-8	1.3	-3	-1.0	0.8	1	3	31*
CCOC(=O)C1=C(C)NC(=O)NC1C(C)C (centres undefined)	0	-10	·	-18	1	-2.7	-0.2	-1	4	4
c1ccc2c(-c3nc(C4CCCCC4)no3)cc(-c3ccncc3)nc2c1	6	·	2	-0.6	-2	-0.5	-1.1	2	-6	23
CCOc1ccc(S(=O)(=O)N2CCOCC2)cc1NC(=O)C1CCC1	-11	1	0	-1.0	5	-0.9	-3.3	1	5	7
COc1ccc(/C=N/NC(=O)c2cccc(C(F)(F)F)c2)cc1	-10	-6	8	-1.5	4	-2.8	-3.3	-2	1	-7
C=CCn1c(SCC(=O)N2c3ccccc3Sc3ccccc32)nnc1-c1ccco1	6	-4	-4	·	?	-1.8	0.6	5	2	-10
Cn1cc(S(=O)(=O)N2CCCC2)cc1C(=O)N1CCN(c2ccccc2)CC1	9	14	9	-0.1	-1	-2.1	0.8	0	4	-4
COc1ccc(NC(=O)C2CCCN(S(C)(=O)=O)C2)cc1 (centres undefined)	3	7	11	4.2	15	-1.7	0.6	-2	0	23
Cc1ccc(OCCC(=O)N(Cc2ccccc2)c2c(N)n(Cc3ccccc3)c(=O)[nH]c2=O)cc1	-9	-7	·	-1.1	2	0.8	-0.4	-3	-3	10
N#CCCN(C(=O)Nc1ccc(Cl)c(Cl)c1)C1CCCCC1	·	-1	·	1.2	-1	-0.2	·	5	0	-3
CCS(=O)(=O)N1CCC(NC(=O)C(Cc2ccc(OC)c(OC)c2)NC(C)=O)CC1 (centres undefined)	6	-6	0	-0.6	?	-4.3	1.5	1	6	-19
COc1ccccc1N1CCN(c2nc(-c3ccccc3)cc(C(F)(F)F)n2)CC1	4	-8	20	0.1	-16	-0.4	-1.7	-5	1	0
CC1=C(C(=O)OC(C)C)C(c2cncc(-c3ccc(F)cc3)c2)C(C#N)=C(N)O1 (centres undefined)	2	2	-5	·	-1	-1.3	-1.9	2	5	4
C=C1c2nc3ccccc3n2C=C(c2ccc(C)cc2)N1c1ccccc1	·	35*	·	·	-1	-0.4	·	14	-3	21
COc1ccc(CCNS(=O)(=O)c2ccc(C(=O)NCc3ccco3)cc2)cc1OC	-2	20	-2	-0.7	4	-3.5	-1.9	-2	4	-10
O=C(Nc1ccc(-c2nc3cccnc3s2)cc1)C1CCCO1 (centres undefined)	-7	-145	4	-1.5	-11	-3.5	3.5	+	11	33*
CCCCC(=O)NC(=S)NNC(=O)CCc1ccccc1	-2	-4	9	-2.2	1	-0.1	-0.6	0	-1	10
CC(NC(=O)c1ccccc1Cl)c1nnc(SCC(=O)Nc2ccc(C(=O)O)cc2)n1C (centres undefined)	2	2	27	-0.9	0	-1.0	2.5	-1	13	-15
CC(C)(c1ccccc1)c1ccc(OCCN2CCOCC2)cc1	-4	7	·	-0.2	-10	-2.5	0.8	-1	5	-4
COC(=O)CCC(=O)N1CCC(Oc2cccc(C(=O)NCc3ccccn3)c2)CC1	·	13	·	-1.0	-2	0.6	·	-2	4	4
Cc1[nH]c(-c2ccccn2)nc(=S)c1Cl	-1	-10	23	0.9	?	-0.8	0.0	1	11	16
NC(=O)c1nsc(C(=O)N(CC(=O)NCc2ccccc2)c2cccc(F)c2)c1N	-5	-1	31	-0.2	0	-1.0	-2.3	8	3	8
Cc1cc(C)cc(OCC(=O)Nc2ccc(CN3CCCCC3)cc2)c1	5	-1	20	·	-1	-0.7	4.9	0	14	6
CCCNS(=O)(=O)c1ccc(CCC(=O)N2CCN(CC)CC2)cc1	-6	27	20	-0.6	0	0.6	0.7	-1	6	5
CCOc1ccccc1NC(=O)C1COc2ccccc2O1 (centres undefined)	·	12	27	-0.1	?	-0.7	-0.6	2	-1	8
SMILES	Rv3671c inh	CCHFV vOTU inh	DUSP3 inh	BioA inh	BoNT-F LC inh	FadD28 binding	Mtb UGM inh	Mtb FBA inh	MazF activator	GDH-TPI counter
Cc1cc(N2C(=O)C3CCCN3C2c2ccc(Cl)c(Cl)c2)no1 (centres undefined)	-1	-9	19	0.8	2	-1.8	2.1	-2	-1	1
O=C(CCCCCn1nnc2ccccc2c1=O)Nc1ccccc1F	-19	-12	-1	-0.9	-6	·	-2.1	3	7	2
CCOC(=O)CSc1ncc(-c2ccccc2)nn1	-2	-1	2	·	10	-0.9	-1.0	5	5	29
COc1ccc(-c2cc(C(F)(F)F)n3ncc(C(=O)NCC4CCCO4)c3n2)cc1OC (centres undefined)	1	4	23	-2.6	-3	0.4	-0.1	-3	2	4
O=C(C(=Cc1ccc(F)cc1)C(=O)c1ccccc1)c1ccccc1	·	3	·	·	-4	-1.2	·	2	·	·
COc1ccccc1NS(=O)(=O)c1ccc(O)c(C(=O)OCc2cccc([N+](=O)[O-])c2)c1	-10	21	7	-1.2	-4	-5.1	0.9	0	14	-6
CN1C[C@@H]2[C@@H]3C(=O)N(Cc4ccccc4)C(=O)[C@@H]3[C@](C)(C1=O)N2C(=O)c1ccc(C(F)(F)F)cc1	·	5	·	-1.2	1	0.3	·	0	9	-4
COc1ccccc1NC(=O)CN1C(=O)C(C)Oc2ccccc21 (centres undefined)	-1	2	9	-2.2	1	-0.2	-2.3	4	-6	5
COc1ccc(-c2cn3cccnc3n2)cc1NC(=O)C1CC1	-2	·	21	-0.2	3	1.5	-0.6	11	6	8
COc1ccc(C(c2nnnn2C(C)C)N2CCN(C(=O)c3ccco3)CC2)cc1 (centres undefined)	7	-5	26	0.0	-3	-1.4	-0.4	-1	5	1
NC(Cc1ccc(C(F)(F)F)cc1)c1csc(NC(=O)NCCc2ccccc2)n1 (centres undefined)	·	18	·	-1.3	-17	-9.5	·	-5	·	0
